# Bioassay records deposited in PubChem by several laboratories.
# Fam108B counter: Fam108B inhibition, counter-screen for RBBP9 inhibitors. inhibition, % at 9.51 µM. recombinant Fam108B, FP-Rh probe fluorescence polarization. 300,000 tested, 0.33% active;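 active = inhibition above the screen mean inhibition plus 3 SD, computed separately per campaign, cut at about 18% in these data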;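 also: inhibitors lower polarization as less probe binds the enzyme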
# Yeast superoxide: lowers age-related superoxide in aged yeast cells. S. cerevisiae aged cells, superoxide DHE fluorescence; hits give low values. superoxide response (% of plate mean), % at 10 µM. 330,000 tested, 0.18% active;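 active = superoxide response under a set limit, about three screen SD below normal, cut at about 65% in these data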;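 also: yeast aged for seven days with compound at 30 °C before DHE staining; 100% = average MFI of all compound-treated wells on the plate with controls excluded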
# BCLXL inh: inhibitors of human Bcl-xL; Q07817; GST-Bcl-xL / FITC-Bim BH3 peptide fluorescence polarization; inhibition, % at 10.9 µM; 320,000 tested, 0.7% active; AID 2129;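 active = inhibition above the mean of all tested compounds plus 3 SD, cutoff set per campaign, cut at about 30% in these data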;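 also: 0% = DMSO wells and 100% = unlabeled Bim-BH3 peptide competitor; inhibitors lower millipolarization by displacing the labeled peptide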
# Target sequence (Q07817 whole entry, looked up): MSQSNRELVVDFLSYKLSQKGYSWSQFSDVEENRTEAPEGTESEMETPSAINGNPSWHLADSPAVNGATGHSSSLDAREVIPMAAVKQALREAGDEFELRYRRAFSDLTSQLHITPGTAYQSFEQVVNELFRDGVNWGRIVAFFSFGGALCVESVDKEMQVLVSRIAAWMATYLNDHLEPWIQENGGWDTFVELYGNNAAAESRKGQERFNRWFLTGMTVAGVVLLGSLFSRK
# MCL1-BIM inh: MCL1-BIM-BH3 interaction inhibition (human) | 320,000 tested, 0.68% active | inhibition, % at 10.9 µM | AID 2057 | Q07820 | GST-MCL1 / FITC-Bim-BH3 fluorescence polarization;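 active = inhibition above the mean inhibition of all tested compounds plus 3 SD, set per campaign, cut at about 40% in these data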;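 also: 0% = DMSO wells and 100% = unlabeled Bim-BH3 peptide control; higher means more loss of mP so more displacement of Bim peptide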
# Efflux pump mplx: antifungal efflux pump inhibition, Nile Red retention; AID 485275; 330,000 tested, 0.44% active; inhibition, % at 10 µM; S. cerevisiae Candida pump triplex;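 active = plate passing quality check with inhibition over a set limit, or well fluorescence over plate mean plus 4 SD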;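 also: Nile Red retained in pooled yeast measured as flow cytometry median fluorescence; 0% = buffer negative control and 100% = Enniatin B positive control; higher means more Nile Red kept so more efflux inhibition; some compounds called inactive have numbers as strong as hits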
# GLD-1 TGE inh: GLD-1-TGE RNA interaction inhibition (C. elegans). Q17339. purified GLD-1 + fluorescein TGE RNA, fluorescence polarization. inhibition, % at 5.96 µM. 320,000 tested, 0.44% active. AID 2280;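 active = percent inhibition above a per-plate cutoff, the plate mean of test compounds plus 3 SD, cut at about 30% in these data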;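 also: 0% = DMSO wells with GLD-1 and probe and 100% = wells lacking GLD-1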
# EBNA-1 inh: blocks EBNA-1 binding to DNA; EBNA-1 DNA binding, fluorescence polarization; inhibition, % at 14.8 µM; 300,000 tested, 0.34% active; AID 1950; in the data active = inhibition above about 28%
# ZTA counter: blocks Epstein-Barr virus ZTA, an EBNA-1 counter-screen; P03206; AID 2234; ZTA-DNA binding, fluorescence polarization; 320,000 tested, 0.15% active; inhibition, % at 11 µM; in the data active = inhibition above about 33%
# Target sequence (P03206 whole entry, looked up): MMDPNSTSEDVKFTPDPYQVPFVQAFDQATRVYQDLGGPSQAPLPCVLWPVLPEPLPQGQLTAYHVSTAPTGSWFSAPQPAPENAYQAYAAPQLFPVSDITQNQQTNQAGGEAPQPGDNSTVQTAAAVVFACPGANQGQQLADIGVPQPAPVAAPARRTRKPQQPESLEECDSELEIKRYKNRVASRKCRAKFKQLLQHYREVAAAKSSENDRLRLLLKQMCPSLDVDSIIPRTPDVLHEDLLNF
# MEX-5 binding: C. elegans MEX-5 TCR-2 RNA binding activity. Q9XUB2. MEX-5/FITC-TCR2 RNA binding, fluorescence polarization; hits give low values. activity score (negative = inhibition of binding), % at 10 µM. 300,000 tested, 0.38% active;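 active = inhibition past about -25% in most replicates, and total fluorescence under double the plate's negative control median, limit read from the data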;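 also: 0% = DMSO and -100% = 5 µM competing unlabeled TCR2 RNA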
# Target sequence (Q9XUB2 whole entry, looked up): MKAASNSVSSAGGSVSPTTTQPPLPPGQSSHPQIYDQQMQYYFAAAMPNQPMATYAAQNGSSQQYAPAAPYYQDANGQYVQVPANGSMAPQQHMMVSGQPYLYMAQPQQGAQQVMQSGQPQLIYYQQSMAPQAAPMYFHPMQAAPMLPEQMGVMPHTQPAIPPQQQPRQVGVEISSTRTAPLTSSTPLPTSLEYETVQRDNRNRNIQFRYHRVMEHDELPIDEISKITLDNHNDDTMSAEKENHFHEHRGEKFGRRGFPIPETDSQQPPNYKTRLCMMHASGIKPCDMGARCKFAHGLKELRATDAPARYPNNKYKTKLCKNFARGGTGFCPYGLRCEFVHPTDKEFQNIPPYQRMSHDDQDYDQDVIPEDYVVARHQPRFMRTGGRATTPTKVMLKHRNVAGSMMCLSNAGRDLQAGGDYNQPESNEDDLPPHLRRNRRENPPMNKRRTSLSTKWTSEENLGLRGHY
# Starred values were filed as active, the others as inactive; nt = no result given.
smiles	Yeast superoxide	EBNA-1 inh	GLD-1 TGE inh	Fam108B counter	MCL1-BIM inh	Efflux pump mplx	BCLXL inh	ZTA counter	MEX-5 binding
COC(=O)c1ccc2c(=O)n(CCCCCC(=O)NCc3ccccc3)c(=O)[nH]c2c1	98	4	1	-7	-13	-0.1	7	6	1.7
C/C(=N\NC(=O)Cn1nnc2ccccc21)c1ccco1	85	-8	7	5	6	0.0	2	8	-1.3
COc1cccc(C(=O)N2CCCN(C)CC2)c1OC	112	-8	7	3	16	0.1	5	0	-1.1
Cc1ccc2c(Cn3cc(C(F)(F)F)cc(Cl)c3=O)cc(=O)oc2c1	95	5	4	4	15	0.0	5	2	0.6
Cc1csc(NC(=O)c2cc3c(s2)CCCCC3)n1	95	7	-3	-1	0	0.0	4	14	-1.4
Cc1cccc(N(C(=O)c2ccco2)C(C(=O)NC2CCCC2)c2cccnc2)c1C (stereo not drawn)	108	-4	-9	0	-11	0.3	-2	-7	-1.8
COc1ccc(OC)c(/C=N/NC(=O)c2ccc(Cn3cc([N+](=O)[O-])cn3)o2)c1	73	-12	5	0	8	-0.4	12	-4	-0.3
O=C(CCC(=O)c1ccc(F)cc1)NN1C(=O)NC2(CCCCC2)C1=O	92	8	-2	-1	4	0.0	8	9	1.8
CCC1CCCCN1C(=O)CSc1nc(C)cc(C)n1 (stereo not drawn)	77	-4	-6	-1	3	0.0	1	-19	0.2
CCC(C)(C)NC(=O)CN(C(=O)CNS(=O)(=O)c1ccc(F)cc1)c1ccc2c(c1)OCCO2	110	-8	5	4	-2	0.0	1	6	-1.8
COc1cc(/C=C/c2c([N+](=O)[O-])c(=O)n(C)c(=O)n2C)cc(OC)c1OC	91	15	-2	0	-2	-0.2	-6	5	0.8
Cc1nnc(SCC(=O)NC(C)(C)C)n1NCc1c(F)cccc1Cl	119	-10	6	-4	-3	0.2	-4	8	-1.5
Cc1c(C)c2c(OCC(=O)NCc3ccncc3)cc3c(c2oc1=O)CCC(C)(C)O3	100	2	0	-1	-4	0.1	-2	11	0.0
CCOC(=O)C[C@H]1c2ccc(C(F)(F)F)cc2S(=O)(=O)N1C(C)(C)C	112	-14	10	2	-2	0.3	-1	8	-0.3
CCNC(=S)NNC(=O)c1cc(-c2cc(C)ccc2C)nc2ccccc12	92	-2	1	-1	-1	-0.2	0	-6	-1.7
COc1ccc(-c2noc(CCC(=O)NCCCN3CCN(c4ccc(F)cc4)CC3)n2)cc1	76	10	6	0	-2	0.0	4	-2	-0.8
COc1ccc(C2c3ccc4ccccc4c3Oc3ncn(CCCN(C)C)c(=N)c32)cc1 (stereo not drawn)	114	3	-3	-6	4	-0.2	2	4	0.8
COc1ccc(/C=C/C(=O)OC(C)C(=O)c2ccccc2)cc1OC (stereo not drawn)	99	8	3	-4	0	0.1	5	7	-1.2
O=C1Nc2ccc(S(=O)(=O)N3CCOCC3)c3cccc1c23	92	5	5	-1	4	-0.1	1	2	1.0
COc1ccc(CC(=O)NCc2ccc3c(c2)OCO3)cc1	109	-4	-1	-4	-5	0.2	1	-1	0.9
COC(=O)c1ccc(Cl)c(NC(=O)CSc2nnc(-c3ccncc3)o2)c1	103	4	5	2	6	3.0	5	-18	-1.2
CC1SC(c2ccccc2)N(CC(O)c2ccc([N+](=O)[O-])cc2)C1=O (stereo not drawn)	89	2	3	-2	10	-0.2	4	4	2.2
Cc1cccc(OCCCC(=O)Nc2ccc(S(=O)(=O)Nc3onc(C)c3C)cc2)c1C	98	3	0	-6	-3	-0.1	-2	-6	0.9
O=c1cc(C(F)(F)F)[nH]c(=S)n1-c1ccccc1	109	2	3	-6	-14	0.0	-22	1	1.0
COc1ccccc1N1CCN(C2CCN(S(=O)(=O)c3ccc(NC(C)=O)cc3)CC2)CC1	108	-16	0	0	-2	-0.1	4	-13	-2.2
CN(C)/C=C(\C#N)C(=O)Nc1ccc(O)cc1F	91	9	3	1	5	-0.1	6	1	0.1
CCCCn1nc2cc(C(=O)NC[C@@H]3CCCO3)ccc2c1OCC	106	1	-8	2	-2	-0.1	-5	1	-1.3
COCc1nnc(NC(=O)CCS(=O)(=O)c2ccccc2)s1	90	-8	4	-2	3	0.3	-1	-5	-0.7
N#C/C(=C\c1cc2c(cc1Br)OCO2)c1ccc(C(=O)O)cc1	97	5	-5	7	7	-0.1	8	14	-3.0
Cc1cc(=O)oc2cc(OC(=O)c3cncc(Br)c3)ccc12	105	-1	-1	1	1	-0.1	6	19	-1.9
Cc1cccc(-n2c(O)c(C=Nc3ccccc3O)c3ccccc3c2=O)n1	109	-10	-15	-3	2	0.2	10	-5	-0.4
COc1cccc(CNC(=O)Cn2ccc([N+](=O)[O-])n2)c1	96	-2	4	-4	6	0.2	1	-22	-1.0
Cc1ccc2sc(NC(=O)C3CC3)nc2c1C	111	1	9	-1	2	0.0	8	11	3.1
CCOc1ncccc1C(=O)OC(C)C(=O)NC(=O)NC1CCCCC1 (stereo not drawn)	97	9	-1	3	-4	0.3	-6	-11	-0.9
COc1ccc(-n2c(N)c(C(=O)Nc3c(C)n(C)n(-c4ccccc4)c3=O)c3nc4ccccc4nc32)cc1	117	0	15	5	23	0.8*	23	-5	-12
CCN1C2=C(C(=O)CCC2)C(c2ccc(O)c(Br)c2)C2=C1CCCC2=O	88	-1	15	4	26	-0.1	28	-1	-8.5
O=C(Nc1ccccc1C(F)(F)F)N1CCC(n2c(=O)[nH]c3ccccc32)CC1	97	-1	0	-2	2	0.2	2	-4	0.3
Cc1ccccc1CN1CCc2c(OCC(=O)N3CCCc4ccccc43)cccc2C1=O	99	6	9	2	5	-0.2	7	-4	-1.6
Cc1cc(C)n2ncc(S(=O)(=O)c3ccccc3)c2n1	96	1	-2	5	-4	-0.2	2	-3	-0.5
Cc1ccc(NC(=O)CCCC(=O)O)c(Br)c1	114	-3	-4	-5	3	0.0	2	6	nt
Cc1cc(C)n2nc(CC(=O)NC3CCCCCC3)nc2n1	75	9	7	1	0	0.0	1	-7	1.3
C/C(=N/NC(=O)CC(=O)N/N=C(\C)c1ccc([N+](=O)[O-])cc1)c1ccc([N+](=O)[O-])cc1	97	-1	4	2	1	0.1	5	-7	-0.8
COc1cccc(CNC(=O)c2ccccc2N)c1	92	5	6	-8	4	0.0	-1	-11	-1.5
O=C(CN1CCN(C(=O)c2ccco2)CC1)Nc1ccc(F)cc1F	109	9	3	-1	1	-0.3	2	-5	0.8
CN1CCN(CCCNC(=O)c2ccc(NC(=O)C3=CSCCO3)cc2)CC1	91	-3	-11	3	2	0.2	4	-11	1.5
C=CCNC(=S)N1CCC(C(=O)c2ccc(Cl)cc2)CC1	97	2	2	1	8	-0.1	4	0	-0.5
Cc1cccc(NC(=O)/C(=C\c2ccc([N+](=O)[O-])o2)NC(=O)c2ccc(Cl)cc2)c1	112	5	0	4	7	-0.1	4	8	nt
CCN(Cc1ccncc1)C(=O)c1ccccc1NS(=O)(=O)c1ccc(F)cc1	98	5	4	-6	6	-0.1	5	3	5.2
Cc1ccc(/C=C2\NC(=S)NC2=O)cc1[N+](=O)[O-]	99	-4	3	-15	10	-0.1	14	-1	-3.3
Cc1cc(C)n(CC(=O)N2CCc3ccccc32)c(=O)c1C#N	96	-3	6	-1	6	-0.3	4	-12	1.2
C/C(CC(=O)N1CCN(C=O)CC1)=N\NC(=O)c1cc2ccccc2cc1O	99	-2	8	16	23	0.1	25	2	-11
CCc1ccc(NC(=S)N(Cc2cccc(Br)c2)CC2CCC(C(=O)O)CC2)cc1 (stereo not drawn)	111	-1	4	-2	9	0.4	6	9	1.5
O=C1CC(/C=C/c2ccccn2)=Nc2ccccc2N1	125	-3	32*	3	53*	0.1	56*	-6	0.4
CCCOC(=O)c1ccc(NC(=O)CCOc2ccccc2)cc1	111	-2	3	0	-2	0.0	2	13	2.0
CCOc1ccccc1NC(=O)C(OC(=O)c1ccccc1O)c1ccccc1 (stereo not drawn)	88	1	5	-2	-2	-5.8	1	-14	-0.2
CC(C)[C@@H]1CC[C@@H](C)c2c(-c3ccccc3)n[nH]c21	85	-22	-4	-2	7	-0.1	3	-2	-1.2
O=C(NCC(c1ccco1)N1CCOCC1)c1ccc(Cl)cc1 (stereo not drawn)	102	6	1	3	4	-0.1	0	17	2.0
CCOP(=O)(NC12CC3CC(CC(C3)C1)C2)NC12CC3CC(CC(C3)C1)C2	116	-5	-8	-4	-8	0.5	-4	-5	2.2
O=C(CCN1CCCCCC1)c1ccccc1	94	7	2	-4	1	0.1	0	9	nt
CCCOc1ccc(-c2nn(-c3ccccc3)cc2/C=C2\SC(=S)N(C3CCS(=O)(=O)C3)C2=O)cc1 (stereo not drawn)	119	0	2	-5	-6	0.4	-3	0	-1.2

# Further structures.
smiles	Yeast superoxide	EBNA-1 inh	GLD-1 TGE inh	Fam108B counter	MCL1-BIM inh	Efflux pump mplx	BCLXL inh	ZTA counter	MEX-5 binding
O=C(/C=C/c1cc([N+](=O)[O-])ccc1OC(F)F)Nc1cccc([N+](=O)[O-])c1	98	-4	6	3	-2	0.2	2	15	1.4
CC1CC(=O)N(CC(=O)Nc2cccc(F)c2)c2ccccc2S1(=O)=O (stereo not drawn)	105	-5	4	-2	2	0.0	3	12	-0.6
Cc1cnc2c(C(=O)O)cnn2c1	104	0	1	1	1	-0.2	-1	-7	-0.4
CCOc1ccc(-c2nn[nH]n2)cc1	111	4	2	-1	5	-0.1	5	9	-1.7
Nc1nc2ccccc2nc1N	97	7	-2	-2	6	-0.1	15	7	1.5
COC(=O)C(C)Oc1cc(OC(C)C(=O)OC)c2c(C)c(Cl)c(=O)oc2c1 (stereo not drawn)	119	-8	4	-1	1	0.0	5	-5	1.7
CC(C)CCN(C(=O)c1cc(=O)[nH]c2ccccc12)c1c(N)n(Cc2ccccc2)c(=O)[nH]c1=O	95	nt	2	nt	-1	-0.2	1	-6	nt
Cc1nc(Nc2ccc(Cl)cc2Cl)sc1C(=O)Nc1ccccc1	115	-11	2	-7	2	0.7	-1	3	0.1
Cc1ccccc1Cn1nc(C)c(NC(=O)C2(C)CC2(Cl)Cl)c1C (stereo not drawn)	96	16	1	-4	11	-0.1	1	-2	-0.3
Cc1ccc2oc3c(c(=O)c2c1)C(c1cccc(O)c1)N(c1ccccn1)C3=O (stereo not drawn)	104	-7	3	-9	3	-0.2	5	9	-4.3
Cc1ccc(C(=O)N2C(=O)C(c3ccccc3)Oc3ccccc32)cc1 (stereo not drawn)	85	-3	-2	-4	2	-0.1	3	-2	nt
CC(C)C(=O)N1CCN(c2ccc(NC(=O)c3ccc4c(c3)OCCO4)cc2)CC1	104	9	3	1	-4	0.1	1	20	1.6
CCc1ccccc1NC(=O)CC(NCc1ccccc1)C(=O)O (stereo not drawn)	95	-5	5	-1	-3	0.0	2	-14	1.0

# Look-ups from the list:
# In EBNA-1 inh, Cc1nc(Nc2ccc(Cl)cc2Cl)sc1C(=O)Nc1ccccc1 is entered as -11
# In ZTA counter, CC1CC(=O)N(CC(=O)Nc2cccc(F)c2)c2ccccc2S1(=O)=O (stereo not drawn) is entered as 12
# In BCLXL inh, O=C(/C=C/c1cc([N+](=O)[O-])ccc1OC(F)F)Nc1cccc([N+](=O)[O-])c1 is entered as 2
